TMEM16A act: TMEM16A chloride channel activators or potentiators, primary screen, cell-based, HTS | AID 623877, 2012 | B-score at 10 µM | 340,000 tested, 0.3% active | HEK293 TMEM16A/YFP-H148Q/I152L, iodide quench fluorescence; active compounds read low | Anoctamin-1 (Mus musculus), Q8BHY3;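 active = fluorescence-ratio B-score plate-corrected deviation score at least 3 library SD below zero, with starting fluorescence score within 5 deviations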;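 also: channel opened by trigger with iodide after compound preincubation; score built on the fluorescence ratio of max minus min over baseline; more negative score means more quench and so TMEM16A activation or potentiation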
KCNQ1 pot: potentiators or activators of KCNQ1 channel, primary screen, cell-based, thallium flux, high-throughput; CHO-K1 KCNQ1, thallium flux FluxOR fluorescence; active compounds read high; B-score at 10 µM; 310,000 tested, 0.35% active; AID 2648, 2010;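 active = fluorescence ratio B-score, a plate-corrected score, at least three library SD, with initial intensity B-score within 5 SD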
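Doses: Single concentration per compound, DMSO matched to controls | Test system: KCNQ1-transfected CHO-K1 cells | Timing: 90 min dye loading and 20 min compound exposure, both at room temperature | Measured by: Kinetic FluxOR thallium fluorescence, 10-s 1-Hz baseline, 110-s post-stimulus read | Medium: Assay buffer with matched DMSO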
hERG rescue: hERG rescue from dofetilide block, primary screen, cell-based, CHO-hERG, FluxOR thallium flux, dofetilide IC70; Voltage-gated inwardly rectifying potassium channel KCNH2 (Homo sapiens), Q12809; dofetilide IC70 present; activation (rescue from dofetilide block), less the hit threshold, % at 10 µM; 310,000 tested, 0.51% active; AID 1511, 2009;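 active = activation above the mean of controls blocked by dofetilide plus 5 SD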;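 also: thallium influx through hERG after potassium depolarization seen as dye fluorescence rise; in these data hits start at about 4.7%; inactives centre near -7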
ANO1 block: TMEM16A chloride channel inhibitors, primary screen, cell-based, HTS | Anoctamin-1 (Mus musculus), Q8BHY3 | AID 588511, 2011 | 310,000 tested, 1.2% active | HEK293 TMEM16A/YFP iodide influx fluorescence, ionomycin | normalized B-score (activity score, 25-100; higher = stronger inhibition) at 10 µM;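 active = ratio plate-corrected score three or more library SD toward inhibition, starting fluorescence score within five deviations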;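 also: score derived from kinetic fluorescence span divided by baseline fluorescence per well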
TRPC4 PAM: positive allosteric modulators of TRPC4, primary screen, cell-based, mouse TRPC4beta, HEK293 mu-opioid, Fluo-4 calcium; Short transient receptor potential channel 4 (Mus musculus), Q9QUQ5; AID 2227, 2009; B-score at 10 µM; DAMGO EC20, Fluo-4 Ca2+ flux; active compounds read high; 310,000 tested, 0.42% active;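 active = B-score of calcium response area above 5 SD of library B-scores, with initial fluorescence ratio within 5 SD of library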;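 also: B-score of integrated fluorescence ratio over time as area under calcium response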
KCNK9 inh: KCNK9 potassium channel inhibitors, primary screen, HEK293 cells, thallium flux; FluxOR thallium flux fluorescence; active compounds read low; 310,000 tested, 1.2% active; Potassium channel subfamily K member 9 (Homo sapiens), Q9NPC2; B-score at 10 µM;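 active = ratio B-score over 3 SD below the library mean, with starting fluorescence within 5 SD of its mean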;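 also: negative B-score means less thallium flux so channel inhibition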
Target sequence (Q9NPC2 whole entry, looked up): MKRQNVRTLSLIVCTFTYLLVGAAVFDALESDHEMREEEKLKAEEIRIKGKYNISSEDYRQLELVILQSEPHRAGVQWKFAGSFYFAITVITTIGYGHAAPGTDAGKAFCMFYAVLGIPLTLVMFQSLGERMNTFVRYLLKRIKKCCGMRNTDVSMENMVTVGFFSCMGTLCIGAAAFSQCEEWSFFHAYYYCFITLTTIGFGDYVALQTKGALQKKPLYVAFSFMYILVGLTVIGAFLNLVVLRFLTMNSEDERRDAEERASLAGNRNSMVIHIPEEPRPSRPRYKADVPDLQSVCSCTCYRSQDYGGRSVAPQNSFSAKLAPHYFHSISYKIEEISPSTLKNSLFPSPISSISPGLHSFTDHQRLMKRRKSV
KCNK3 block: human KCNK3 channel inhibitors, primary screen, CHO cells, FluxOR thallium flux, B-score | 340,000 tested, 0.84% active | AID 602410, 2012 | FluxOR fluorescence; active compounds read low | B-score at 10 µM | Potassium channel subfamily K member 3 (Homo sapiens), O14649;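 active = B-score under library mean minus 4 SD, starting fluorescence ratio at most library mean plus 5 SD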;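 also: more negative B-score means stronger inhibition of thallium flux through KCNK3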
HDAC3 inh: HDAC3 deacetylase inhibitors, primary screen, biochemical, fluorescence, cell-free homogeneous | 320,000 tested, 0.15% active | Histone deacetylase 3 (Homo sapiens), O15379 | recombinant HDAC3, fluorogenic peptide/trypsin coupled | inhibition, % at 8.3 µM; in the data active = inhibition above about 26%, passing the limit was not always enough
Target sequence (O15379 whole entry, looked up): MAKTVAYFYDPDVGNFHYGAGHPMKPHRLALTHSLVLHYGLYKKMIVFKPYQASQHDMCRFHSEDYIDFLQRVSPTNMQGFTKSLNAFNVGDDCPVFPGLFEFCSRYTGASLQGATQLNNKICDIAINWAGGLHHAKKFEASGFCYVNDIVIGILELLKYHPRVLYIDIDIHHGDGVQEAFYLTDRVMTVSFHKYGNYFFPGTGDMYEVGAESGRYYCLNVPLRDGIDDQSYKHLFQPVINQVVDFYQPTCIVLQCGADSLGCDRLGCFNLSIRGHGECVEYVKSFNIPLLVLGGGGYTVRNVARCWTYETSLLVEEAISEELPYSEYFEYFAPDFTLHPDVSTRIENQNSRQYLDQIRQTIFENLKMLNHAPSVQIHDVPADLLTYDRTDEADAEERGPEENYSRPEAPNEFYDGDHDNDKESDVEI
TRPC4 act: activators of mouse TRPC4 channel, primary screen, Fluo4 calcium, HEK293 TRPC4beta/mu-opioid cells; B-score at 10 µM; AID 2237, 2010; 310,000 tested, 0.49% active; Fluo4 calcium fluorescence; active compounds read high; Short transient receptor potential channel 4 (Mus musculus), Q9QUQ5;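 active = B-score above 5 SD of library B-scores, and initial fluorescence ratio not above library mean plus 5 SD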;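 also: positive B-score marks a calcium rise read as TRPC4 activation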
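Incubation: 45 min room-temperature Fluo4 loading, 110 s read / System: HEK293 cells stably co-expressing mouse TRPC4beta and mu-opioid receptor / Signal: Fluo4 fluorescence, kinetic / Control set: buffer (low) and maximal DAMGO (high) / Measure: integrated baseline-normalised fluorescence ratio, converted to per-well B score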
DYRK1A inh: rat Dyrk1A kinase inhibitors, primary screen, biochemical, single point, plate reader. Dual specificity tyrosine-phosphorylation-regulated kinase 1A (Rattus norvegicus), Q63470. ADP-Glo luminescence, NFATc1 peptide. inhibition, % at 12.5 µM. 310,000 tested, 0.43% active; in the data active = inhibition above about 50%;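 also: plate controls were vehicle with enzyme for no effect and no enzyme for full effect; many of its hits are not listed in these tables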
KCNQ1 inh: inhibitors of human KCNQ1 channel, primary screen, cell-based, thallium flux, high-throughput | 310,000 tested, 1.3% active | B-score at 10 µM | Potassium voltage-gated channel subfamily KQT member 1 (Homo sapiens), P51787 | CHO-K1 KCNQ1, FluxOR thallium flux fluorescence; active compounds read high | AID 2642, 2010;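 active = compounds whose thallium flux B-score, printed positive for inhibition, exceeds three library SD while starting fluorescence stays within three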;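 also: channel opened by potassium depolarization with thallium stimulus after 20 min compound exposure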
* = called active by the depositor. Only part of the results is shown; count on the stated rates, not on these rows.

What do the screens show for `COc1ccc(C(CNC(=O)COc2ccc(C)c(C)c2)N2CCCCC2)cc1` (stereo not drawn)?
TMEM16A act: inactive; KCNQ1 pot: inactive; hERG rescue: -13; ANO1 block: inactive; TRPC4 PAM: inactive; KCNK9 inh: inactive; KCNK3 block: inactive; TRPC4 act: inactive; DYRK1A inh: 1; KCNQ1 inh: inactive

How did CCOc1ccc(/C=C(/NC(=O)c2ccccc2)C(=O)NCCC(=O)O)cc1 do in these assays?
TMEM16A act: inactive; KCNQ1 pot: inactive; hERG rescue: -1; ANO1 block: inactive; TRPC4 PAM: inactive; KCNK9 inh: inactive; KCNK3 block: inactive; HDAC3 inh: 1; TRPC4 act: inactive; DYRK1A inh: 2; KCNQ1 inh: inactive

How did O=C(CSc1cccc2cccnc12)N/N=C/c1cccc(O)c1 do in these assays?
TMEM16A act: inactive; KCNQ1 pot: inactive; hERG rescue: -18; ANO1 block: inactive; TRPC4 PAM: inactive; KCNK9 inh: inactive; KCNK3 block: inactive; HDAC3 inh: -11; TRPC4 act: inactive; DYRK1A inh: 7; KCNQ1 inh: inactive

Results for C/C(=C\c1ccco1)C1C(C#N)=C(N)OC2=C1C(=O)CC(C)(C)C2 (stereo not drawn) ?
TMEM16A act: inactive; KCNQ1 pot: inactive; hERG rescue: -24; ANO1 block: inactive; TRPC4 PAM: inactive; KCNK9 inh: inactive; KCNK3 block: inactive; HDAC3 inh: 0; TRPC4 act: inactive; DYRK1A inh: 3; KCNQ1 inh: inactive

Results for Cc1ccc(C)c(Cn2cnc3c(oc4ccccc43)c2=O)c1 ?
TMEM16A act: inactive; KCNQ1 pot: inactive; hERG rescue: -7; ANO1 block: inactive; TRPC4 PAM: inactive; KCNK9 inh: inactive; KCNK3 block: inactive; HDAC3 inh: 1; TRPC4 act: inactive; KCNQ1 inh: inactive

Results for N#CCC(=O)Nc1ccc(C(=O)OC(C(=O)Nc2cc(C(F)(F)F)ccc2Cl)c2ccccc2)cc1 (stereo not drawn) ?
TMEM16A act: inactive; KCNQ1 pot: inactive; hERG rescue: -9; ANO1 block: inactive; TRPC4 PAM: inactive; KCNK9 inh: inactive; KCNK3 block: inactive; HDAC3 inh: 21; TRPC4 act: inactive; DYRK1A inh: 8; KCNQ1 inh: inactive

How did CCOC(=O)c1cc2cc(OCc3ccccc3)ccc2nc1C do in these assays?
TMEM16A act: inactive; KCNQ1 pot: inactive; hERG rescue: -2; ANO1 block: inactive; TRPC4 PAM: inactive; KCNK9 inh: inactive; KCNK3 block: inactive; HDAC3 inh: 2; TRPC4 act: inactive; DYRK1A inh: -3; KCNQ1 inh: inactive

What do the screens show for `CCCOc1ccc(C2(C(=O)O)CCCC2)cc1`?
TMEM16A act: inactive; KCNQ1 pot: inactive; hERG rescue: -9; ANO1 block: inactive; TRPC4 PAM: inactive; KCNK9 inh: inactive; KCNK3 block: inactive; HDAC3 inh: -4; TRPC4 act: inactive; DYRK1A inh: 0; KCNQ1 inh: inactive

What do the screens show for `OC(COCc1ccccc1F)CN1CCCCC1` (stereo not drawn)?
TMEM16A act: inactive; KCNQ1 pot: inactive; hERG rescue: -11; ANO1 block: inactive; TRPC4 PAM: inactive; KCNK9 inh: inactive; KCNK3 block: inactive; HDAC3 inh: -1; TRPC4 act: inactive; DYRK1A inh: 13; KCNQ1 inh: inactive

Results for COCCN(C(=O)Cn1c(C(F)(F)F)nc2ccccc21)c1c(N)n(Cc2ccccc2)c(=O)[nH]c1=O ?
TMEM16A act: inactive; KCNQ1 pot: inactive; hERG rescue: -11; ANO1 block: inactive; TRPC4 PAM: inactive; KCNK9 inh: inactive; KCNK3 block: inactive; HDAC3 inh: -2; TRPC4 act: inactive; DYRK1A inh: -3; KCNQ1 inh: inactive

How did CCN(CC)C(=O)C(C)N(C#N)c1nc(C)cc(C)n1 (stereo not drawn) do in these assays?
TMEM16A act: inactive; KCNQ1 pot: inactive; hERG rescue: -6; ANO1 block: inactive; TRPC4 PAM: inactive; KCNK9 inh: inactive; KCNK3 block: inactive; HDAC3 inh: 1; TRPC4 act: inactive; DYRK1A inh: 13; KCNQ1 inh: inactive

How did COc1ccc(C2CC(c3ccccc3)n3nnnc3N2)cc1 (stereo not drawn) do in these assays?
TMEM16A act: inactive; KCNQ1 pot: inactive; hERG rescue: -11; ANO1 block: inactive; TRPC4 PAM: inactive; KCNK9 inh: inactive; KCNK3 block: inactive; HDAC3 inh: -4; TRPC4 act: inactive; DYRK1A inh: -5; KCNQ1 inh: inactive

How did CC(=O)N1c2ccc(S(=O)(=O)N3CCCC(C(=O)N4CCC(C)CC4)C3)cc2CC1C (stereo not drawn) do in these assays?
TMEM16A act: inactive; KCNQ1 pot: inactive; hERG rescue: -12; ANO1 block: inactive; TRPC4 PAM: inactive; KCNK9 inh: inactive; KCNK3 block: inactive; HDAC3 inh: 4; TRPC4 act: inactive; DYRK1A inh: 0; KCNQ1 inh: inactive

Results for COc1ccc(S(=O)(=O)N(C)CC(=O)NCc2ccco2)cc1OC ?
TMEM16A act: inactive; KCNQ1 pot: inactive; hERG rescue: -10; ANO1 block: inactive; TRPC4 PAM: inactive; KCNK9 inh: inactive; KCNK3 block: inactive; HDAC3 inh: 0; TRPC4 act: inactive; DYRK1A inh: -3; KCNQ1 inh: inactive

How did CN1[C@@H]2CCC[C@H]1CC(NC(=O)c1nn(C)c3ccccc13)C2 (stereo partly drawn) do in these assays?
TMEM16A act: inactive; ANO1 block: inactive; KCNK3 block: inactive; HDAC3 inh: 3; DYRK1A inh: 8

How did O=C(CSc1ccc(Br)cc1)NCC1CCCO1 (stereo not drawn) do in these assays?
TMEM16A act: inactive; KCNQ1 pot: inactive; hERG rescue: -13; ANO1 block: inactive; TRPC4 PAM: inactive; KCNK9 inh: inactive; KCNK3 block: inactive; HDAC3 inh: 0; TRPC4 act: inactive; DYRK1A inh: -4; KCNQ1 inh: inactive

What do the screens show for `O=C(CCN1C(=O)C2C3C=CC(C3)C2C1=O)N1CCN(c2ccc(F)cc2)CC1` (stereo not drawn)?
TMEM16A act: inactive; ANO1 block: inactive; KCNK3 block: inactive; HDAC3 inh: -1; DYRK1A inh: 0

How did COc1cc(CNc2ncn[nH]2)ccc1OCc1ccccc1C do in these assays?
TMEM16A act: inactive; KCNQ1 pot: inactive; hERG rescue: -5; ANO1 block: inactive; TRPC4 PAM: inactive; KCNK9 inh: inactive; KCNK3 block: inactive; HDAC3 inh: -5; TRPC4 act: inactive; DYRK1A inh: 2; KCNQ1 inh: inactive

Results for Cc1ccc(S(=O)(=O)N(CC(=O)N2CCOCC2)c2ccc(C(C)C)cc2)cc1 ?
TMEM16A act: inactive; KCNQ1 pot: inactive; hERG rescue: -5; ANO1 block: inactive; TRPC4 PAM: inactive; KCNK9 inh: inactive; KCNK3 block: inactive; HDAC3 inh: 2; TRPC4 act: inactive; DYRK1A inh: -3; KCNQ1 inh: inactive

What do the screens show for `CCN(CC)c1ccc(/C=C/C(=O)c2ccc(Br)cc2)cc1`?
TMEM16A act: inactive; KCNQ1 pot: inactive; hERG rescue: -31; ANO1 block: inactive; TRPC4 PAM: inactive; KCNK9 inh: inactive; KCNK3 block: inactive; HDAC3 inh: 7; TRPC4 act: inactive; DYRK1A inh: 1; KCNQ1 inh: inactive

What do the screens show for `Cc1nc(NS(=O)(=O)c2ccccc2)sc1NC(=O)Nc1ccccc1`?
TMEM16A act: inactive; KCNQ1 pot: inactive; hERG rescue: -2; ANO1 block: inactive; TRPC4 PAM: inactive; KCNK9 inh: inactive; KCNK3 block: inactive; HDAC3 inh: 5; TRPC4 act: inactive; DYRK1A inh: -1; KCNQ1 inh: inactive

How did COc1ccc(N(CC(=O)O)S(=O)(=O)c2c(C)n[nH]c2C)cc1 do in these assays?
TMEM16A act: inactive; KCNQ1 pot: inactive; hERG rescue: -10; ANO1 block: inactive; TRPC4 PAM: inactive; KCNK9 inh: inactive; KCNK3 block: inactive; HDAC3 inh: 0; TRPC4 act: inactive; DYRK1A inh: -6; KCNQ1 inh: inactive

How did COc1ccc(-c2[nH]ncc2CN2CCC(OCc3cccnc3)CC2)c(F)c1 do in these assays?
TMEM16A act: inactive; KCNQ1 pot: inactive; hERG rescue: -6; ANO1 block: inactive; TRPC4 PAM: inactive; KCNK9 inh: inactive; KCNK3 block: inactive; HDAC3 inh: 1; TRPC4 act: inactive; DYRK1A inh: 3; KCNQ1 inh: inactive

Results for COc1ccc(S(=O)(=O)N(C)c2ccc(C(=O)Nc3ccccc3C(=O)N3CCOCC3)cc2)cc1OC ?
TMEM16A act: inactive; KCNQ1 pot: inactive; hERG rescue: -10; ANO1 block: inactive; TRPC4 PAM: inactive; KCNK9 inh: inactive; KCNK3 block: inactive; HDAC3 inh: -11; TRPC4 act: inactive; KCNQ1 inh: inactive

How did CCn1nc(CC(C)C)cc1C(=O)N1CCCC(Nc2ccc(OC)cc2)C1 (stereo not drawn) do in these assays?
TMEM16A act: inactive; KCNQ1 pot: inactive; hERG rescue: -1; ANO1 block: inactive; TRPC4 PAM: inactive; KCNK9 inh: inactive; KCNK3 block: inactive; HDAC3 inh: -1; TRPC4 act: inactive; DYRK1A inh: -1; KCNQ1 inh: inactive

Screens from PubChem.
